# Screening data (PubChem)
# Bim-Bcl-W – inhibitors of Bim binding to Bcl-W, primary screen, biochemical, multiplexed, bead-based flow cytometry; Bcl-2-like protein 2 (Homo sapiens), Q92843; 190,000 compounds, 0.02% hits; Bim peptide-Bcl-W binding; inhibition, % at 10 µM;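 further: 0% = bound tracer without compound and 100% = peptide blocker; higher means less fluorescent Bim peptide bound to Bcl-W beads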
# Bim-Mcl-1 – inhibitors of Bim peptide binding to Mcl-1, primary screen, biochemical, bead-based flow cytometry, multiplex; Bim peptide-Mcl-1 binding; inhibition, % at 10 µM; 190,000 compounds, 0.1% hits; AID 1009, 2008;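 further: 0% = no compound tracer wells and 100% = peptide blocker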
# Target sequence (Q07820 whole entry, looked up): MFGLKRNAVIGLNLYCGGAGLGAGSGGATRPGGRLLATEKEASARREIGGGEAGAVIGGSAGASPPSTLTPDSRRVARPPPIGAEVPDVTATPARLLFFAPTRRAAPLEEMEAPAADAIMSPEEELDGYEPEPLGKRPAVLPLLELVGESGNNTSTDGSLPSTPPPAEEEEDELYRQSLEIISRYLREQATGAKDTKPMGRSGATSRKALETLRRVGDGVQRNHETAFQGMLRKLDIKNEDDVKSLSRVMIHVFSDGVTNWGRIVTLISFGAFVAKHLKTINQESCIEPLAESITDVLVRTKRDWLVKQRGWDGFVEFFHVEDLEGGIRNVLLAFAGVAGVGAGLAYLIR
# GSH bead fluor – compound fluorescence on glutathione beads, profiling panel, artefact control, biophysical, 488/530 nm, flow cytometry; GSH beads flow cytometry, compound fluorescence 488/530 nm; hits give high values; fluorescence (KMESF) at 10 µM; 190,000 compounds, 0.25% hits; AID 1776, 2009; in the data active means fluorescence above about 89;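 further: glutathione beads carrying GST-tagged Bcl family fusion proteins plus one bare bead set; values are compound well signal with DMSO vehicle wells as background; inactives centre near 16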
# Bim-Bcl-XL – inhibitors of Bim-Bcl-XL binding, primary screen, biochemical, multiplexed, bead flow cytometry, human Bcl-XL; Bcl-2-like protein 1 (Homo sapiens), Q07817; AID 1007, 2008; Bim peptide-Bcl-XL binding, fluorescence; 190,000 compounds, 0.04% hits; inhibition, % at 10 µM
# Mcl1-Bid inh – Mcl-1/Bid binding inhibitors, primary screen, biochemical, TR-FRET, 1536-well | Induced myeloid leukemia cell differentiation protein Mcl-1 (Homo sapiens), Q07820 | TR-FRET Mcl-1/Bid-Dy647 peptide binding | inhibition, % at 21.7 µM | 220,000 compounds, 0.97% hits;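 active means compounds that cut the binding signal by more than half at the single screening dose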;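 further: His-tagged Mcl-1 with europium anti-His antibody binding Bid BH3 peptide; 0% = Mcl-1 plus peptide wells and 100% = peptide-only wells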
# Bim-Bcl-2 – inhibitors of Bim-Bcl-2 binding, primary screen, biochemical, multiplexed, human Bcl-2 family | AID 950, 2007 | 190,000 compounds, 0.06% hits | Bead-based flow cytometry, Bim peptide-Bcl-2 binding | inhibition, % at 10 µM; in the data active means inhibition above about 40%; inconclusive means no clear call, values can overlap the other calls;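 further: 0% = no compound wells with probe peptide and 100% = reference peptide inhibitor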
# Bcl-B Bim block – inhibitors of Bim-Bcl-B binding, primary screen, biochemical, multiplexed, human Bcl-2 family. 190,000 compounds, 0.073% hits. inhibition, % at 10 µM. bead-based flow cytometry, Bim peptide-Bcl-B binding. AID 951, 2007;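 further: 0% = tracer peptide without compound and 100% = reference inhibitor peptide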
# Target sequence (Q9HD36 whole entry, looked up): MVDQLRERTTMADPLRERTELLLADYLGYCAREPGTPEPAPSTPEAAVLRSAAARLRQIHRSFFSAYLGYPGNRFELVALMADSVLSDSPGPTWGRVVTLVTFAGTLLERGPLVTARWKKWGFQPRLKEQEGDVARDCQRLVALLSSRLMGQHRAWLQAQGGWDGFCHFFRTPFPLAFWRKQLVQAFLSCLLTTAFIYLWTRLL
# RGS4-Gao reg – modulators of RGS4 binding to Galphao, primary screen, biochemical, multiplexed bead flow cytometry; Guanine nucleotide-binding protein G(o) subunit alpha (Homo sapiens), P09471; actives lie on both sides; binding response (% of control), % at 10 µM; 220,000 compounds, 0.33% hits; AID 1415, 2008; in the data active means binding response below about 49% or above about 150%; inactive means in between;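 further: fluorescent Galphao activated with aluminum fluoride binding bead-coupled RGS4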
# Target sequence (P09471 whole entry, looked up): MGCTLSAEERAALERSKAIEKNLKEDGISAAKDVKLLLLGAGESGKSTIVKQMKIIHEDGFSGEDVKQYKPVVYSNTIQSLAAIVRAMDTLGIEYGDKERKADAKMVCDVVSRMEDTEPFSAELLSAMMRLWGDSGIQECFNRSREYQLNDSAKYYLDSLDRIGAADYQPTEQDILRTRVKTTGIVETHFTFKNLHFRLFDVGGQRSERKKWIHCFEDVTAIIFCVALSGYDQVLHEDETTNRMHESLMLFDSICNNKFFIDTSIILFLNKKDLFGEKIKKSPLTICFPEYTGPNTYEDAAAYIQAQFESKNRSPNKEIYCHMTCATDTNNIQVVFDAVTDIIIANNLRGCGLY
# Bfl-1 Bim block – inhibitors of Bim binding to Bfl-1, primary screen, biochemical, multiplexed, bead-based flow cytometry; Bcl-2-related protein A1 (Homo sapiens), Q16548; Bim-Bfl-1 binding inhibition; inhibition, % at 10 µM; 190,000 compounds, 0.12% hits; AID 1008, 2008;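 further: 0% = wells without compound plus tracer and 100% = blocker peptide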
# RGS7-Gao reg – RGS7-Galphao binding modulators, primary screen, biochemical, multiplexed bead flow cytometry. Guanine nucleotide-binding protein G(o) subunit alpha (Homo sapiens), P09471. actives lie on both sides. binding response (% of control), % at 10 µM. 220,000 compounds, 0.35% hits. AID 1439, 2008; in the data active means binding response below about 49% or above about 150%; inconclusive means no clear call, values can overlap the other calls; inactive means in between;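 further: fluorescent Galphao held in activated GDP-AlF4 state binding bead-coupled RGS7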
# RGS8-Gao reg – RGS8-Galphao binding modulators, primary screen, biochemical, multiplexed bead flow cytometry. 220,000 compounds, 0.34% hits. Guanine nucleotide-binding protein G(o) subunit alpha (Homo sapiens), P09471. actives lie on both sides. response (percent of control binding), % at 10 µM; in the data active means response below about 60% or above about 140%; inactive means in between;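 further: Galphao activated as the GDP aluminium fluoride complex binding bead-coupled RGS8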
# Numbers without * were called inactive; ? = inconclusive. Unless noted, no stated cut-off is given here; in the data, active means inhibition above about 40%.
smiles,Bim-Bcl-W,Bim-Mcl-1,GSH bead fluor,Bim-Bcl-XL,Mcl1-Bid inh,Bim-Bcl-2,Bcl-B Bim block,RGS4-Gao reg,Bfl-1 Bim block,RGS7-Gao reg,RGS8-Gao reg
COc1ccc(C(=O)NCc2nc3ccccc3[nH]2)cc1OC,2,-1,24,-5,-8,-12,-3,101,-10,102,100
CC(SCC(=O)NC12CC3CC(CC(C3)C1)C2)C(=O)O (configuration not stated),-3,-5,11,-7,-21,-4,-5,103,-13,103,102
CCCCCCCCOC(=O)C1=C(C)Nc2nnnn2C1c1cccs1 (configuration not stated),0,0,18,0,15,0,1,97,0,99,100
O=C(NCC1CCCO1)/C(=C\c1ccccc1)NC(=O)c1ccccc1 (configuration not stated),1,0,17,0,-21,-3,-1,97,-3,103,98
COC(=O)C1=C(NC(=O)c2cccs2)CCS1,-5,0,6,-4,-34,-4,-5,99,-4,101,98
CN(C)/C=N/c1nc2nccc(-c3cccnc3)n2n1,-3,-4,16,-4,30,-5,-5,104,-7,103,100
O=S(=O)(NCc1ccccn1)c1ccc(Br)s1,-4,-7,11,-1,-42,0,-2,86,0,87,86
CCOC(=O)COc1cccc2c(=O)n(CC(=O)N3CCc4ccccc43)ccc12,5,9,19,9,-8,7,5,84,8,87,80
O=C(COC(=O)CCc1ccc(S(=O)(=O)N2CCCCC2)cc1)Nc1ccc2c(c1)OCO2,-4,-1,9,-7,-14,-12,-9,98,-8,93,98
O=C(O/N=C(/c1ccccc1)c1ccncc1)c1cccc(F)c1,0,-7,8,0,-4,0,0,96,3,93,91
Cc1c(NC(=O)/C=C/c2ccc(S(=O)(=O)N3CCOCC3)cc2)c(=O)n(-c2ccccc2)n1C,2,-6,14,-4,-6,-1,-6,97,-2,99,100
COC1CCCCC1Nc1cccc(SC)c1 (configuration not stated),0,0,8,-2,-17,-8,-7,101,-7,100,102
COc1ccc(Cl)cc1-c1nc(-c2ccc(Br)o2)no1,0,0,22,-3,25,-9,-5,96,-5,94,97
CC(C)OCCCNC(=O)c1ccncc1,0,-3,25,-10,-11,-9,-7,109,-16,109,106
O=C(c1cccs1)N1CCN=C1SCc1ccccc1,2,-5,12,-5,-3,-10,-9,107,-15,107,104
Cc1ccc(NC(=O)C2C3/C=C\CCCCC32)cc1 (configuration not stated),-2,-2,15,-7,-15,-6,-10,100,-7,97,100
Cc1nc(N2CCCC2)c2nnn(Cc3ccccc3Cl)c2n1,0,-2,8,-7,-2,-14,-10,100,-15,99,101
CC(=O)N(c1cccc(C)c1)S(=O)(=O)c1ccc(Cl)cc1,0,0,11,0,-21,-4,-3,103,-5,?,103
O=C(CCCc1ccccc1)NCc1cccnc1,1,-3,23,-7,-9,-12,-8,102,-15,103,100
CCOc1ccc(N(Cc2ccc(OC)cc2)C(=O)c2ccco2)cc1,-4,0,12,-2,-8,-8,-5,103,-12,105,104
COc1ccccc1Nc1nc(N)nc(CN2CC(C)CC(C)C2)n1 (configuration not stated),-7,-5,20,-1,21,-1,-2,100,3,104,100
Cc1cc(C(=O)NC(C)C)on1,-2,-1,14,-7,-4,-6,-7,98,-9,96,100
CS(=O)(=O)N(CC(=O)Nc1ccccc1Sc1ccccc1)C1CCCCC1,0,-2,6,0,1,1,0,98,0,101,99
CCOc1ccc(NC(=S)Nc2ccc(C)c([N+](=O)[O-])c2)cc1,-2,-4,35,-11,-3,-13,-12,98,-16,100,101
C#C[C@]1(O)CC[C@H]2[C@@H]3CCc4cc(OC)ccc4[C@H]3CC[C@@]21C,0,-2,22,-3,4,0,-7,100,-4,99,100
O=c1[nH]c2ccc(Cl)cc2c(=O)n1Cc1ccco1,-3,0,36,-5,-1,-2,-10,107,-9,101,102
O=C(O)c1ccc(CNC(=O)c2ccc(Br)o2)cc1,-2,-1,44,-14,1,-8,-7,94,-8,94,98
O=C(CN1CCN(Cc2ccccc2Cl)C1=O)NC1CCCCCCC1,5,15,33,-3,-1,-5,-6,98,-7,97,99
COC(=O)CC1COc2ccccc2N1C(=O)c1ccc(Br)cc1 (configuration not stated),0,-2,16,-2,3,-5,-4,99,0,99,98
O=C(O)c1sc2ncccc2c1OCc1ccccc1,1,1,15,0,6,2,-1,98,-3,109,99
CCN(CC(=O)Nc1ccc2c(c1)OCCO2)C(=O)/C=C/c1ccc(F)cc1,1,0,28,0,-19,-2,1,101,1,101,102
COCCN(CCOC)C(=O)Nc1ccc(Cl)cc1,-2,0,11,-4,-18,-4,-4,101,-7,98,104
CCCCCCCNC1=CC(=O)CC(c2ccccc2)C1 (configuration not stated),3,9,13,11,-35,15,3,101,11,93,95
CCOC(=O)c1sc2nc(CSc3nc4ccccc4n3CC)[nH]c(=O)c2c1C,-6,-1,12,-1,23,0,-4,99,-1,97,103
N#CCCn1c2ccccc2c2nc3ccccc3nc21,7,1,8,2,-23,-4,-4,99,-3,101,101
COc1ccc(S(=O)(=O)N(CC(=O)N2CCN(c3ccccc3OC)CC2)c2ccccc2)cc1,-3,-3,18,-6,-7,-10,-2,95,0,95,96
CCCn1c(CCC(=O)O)ccc1-c1ccc(OC)cc1,0,-1,12,0,-90,0,0,97,0,92,97
Cn1c(C(=O)N2CCOCC2)cnc1Sc1ncc(C(F)(F)F)cc1Cl,-4,-5,25,-1,-17,-6,-3,101,-2,101,97
CCOC(=O)N1CCC(NC(=O)Cn2nc(Cc3ccncc3)c3ccccc3c2=O)CC1,0,-2,22,-6,-6,-9,-4,105,-10,104,105
N/C(=N\OC(=O)c1ccc2c(c1)OCO2)c1ccc(Br)cc1,1,0,16,-2,-5,-1,-2,102,-5,101,100
CCN(CC)C(=O)c1sc2nc(-c3ccccc3)ccc2c1N,-4,0,11,-1,-25,-5,-12,100,-7,103,106
Cc1ccc(NCCNc2ccc(C)cc2)cc1,-2,-2,14,2,-54,1,-1,111,0,107,101
CC(C)c1ccc(NC(=O)C(=O)C2C(=O)Nc3ccccc32)cc1 (configuration not stated),-7,-6,18,-9,-70,-8,-1,105,1,100,111
COC(=O)C1=C(C)NC(C)=C(C(=O)OC)C1c1ccc(N(C)C)cc1,-4,-4,26,-6,-19,-8,-7,101,-21,98,99
CCCCSc1nc(C)cc(SCC(=O)N/N=C/c2cccc(OC)c2O)n1,-1,0,20,0,-54,-3,0,99,-3,99,98
Cc1ccc(C(=O)N(CC(=O)NC2CCCCC2)c2ccccc2F)s1,1,2,19,1,-17,0,-1,93,-3,94,96
Cc1ccc(SC(C)C(=O)NCc2ccncc2)cc1 (configuration not stated),-4,-4,17,-2,-13,13,4,103,13,100,100
COC(=O)c1c(NC(=S)NN2CCOCC2)sc2c1CCCC2,-5,-1,20,-2,-6,-3,-11,103,-6,96,103
CCOC(=O)N/N=C/c1ccccc1OCc1ccc(Cl)cc1,-3,-3,8,-3,-13,-1,-9,102,0,99,102
COc1cccc(CNC(=O)CCCNS(=O)(=O)c2cccs2)c1,2,0,9,-2,0,0,-5,78,-7,87,90
COc1ccc2nc(NNC(=O)c3cc(=O)c4ccccc4o3)sc2c1,30,5,15,9,-47,11,-2,99,30,102,106
CCC(C)NC(=O)Nc1ccc(Br)cc1 (configuration not stated),0,-1,13,-2,-15,1,0,103,-3,105,102
CCOc1nc(NCCc2ccc(OC)c(OC)c2)nc(NC(C)(C)CO)n1,5,1,8,2,-40,-4,-3,96,-7,99,101
CC(C(=O)NC1C(=O)N2C(C(=O)O)=C(CSc3nnnn3C)CSC12)n1cc(Cl)cn1 (configuration not stated),-3,-4,14,-3,-45,-2,-11,108,1,104,110
O=c1[nH]cnc2nc3n(c12)CCCCC3,0,-3,20,-1,1,-1,0,101,0,104,100
CC(C)(C)c1ccc(C(=O)NCC(=O)OCC(=O)c2ccc3c(c2)-c2ccccc2C3)cc1,-3,-5,25,-5,-25,0,-5,100,-2,100,104
COc1ccc(CSc2nc(C)cc(=O)[nH]2)cc1Br,5,4,42,7,-44,3,6,106,7,105,105
N#CC1=C(Nc2ccccc2)SC=C(c2ccc(Cl)c(Cl)c2)N=C1N1CCOCC1,-2,-3,28,-2,-17,-9,-9,101,-11,99,102
CCc1ccc(NCc2nc3ccccc3c(=O)[nH]2)cc1,3,3,53,-3,-106,-2,-3,94,-7,88,92
O=C(Nc1ccc(OCC(F)(F)C(F)F)cc1)c1ccncc1,-3,-3,10,-2,-26,-2,-2,103,-5,100,104

# Next section:
smiles,Bim-Bcl-W,Bim-Mcl-1,GSH bead fluor,Bim-Bcl-XL,Mcl1-Bid inh,Bim-Bcl-2,Bcl-B Bim block,RGS4-Gao reg,Bfl-1 Bim block,RGS7-Gao reg,RGS8-Gao reg
O=C(O)C1=C[C@@H](c2ccc3c(c2)OCO3)C[C@@H](OCc2ccc(CO)cc2)O1,1,0,19,-1,8,-6,0,97,-5,95,100
CCCc1nc(SCC(=O)Nc2cc(Cl)ccc2OC)c2c(=O)n(C)c(=O)n(C)c2n1,1,1,16,-6,6,-2,2,101,-7,98,109
O=C(Nc1ccc(Oc2ccccc2)cc1)c1ccco1,-5,2,31,-7,-3,5,-3,98,0,106,102
CSc1ncccc1C(=O)OCc1ccccc1,3,0,35,0,-19,-5,-3,104,-8,101,99
CCCC(C)C(=O)NCc1ccncc1 (configuration not stated),-1,-1,13,0,1,-1,-4,98,-6,103,100
CCN(CCn1cccn1)Cc1nc(Cc2cccc(F)c2)no1,-5,-7,15,-4,-27,-4,-9,96,-7,96,101
O=C(NC1CCCCC1)C1CCN(C(=O)NCc2ccccc2)CC1,-3,-5,25,-5,-14,-11,-11,100,-18,99,101
O=C(Cn1c(-c2ccccc2)noc1=O)Nc1ccc(N2CCCCCC2)cc1,3,-1,15,-2,-16,2,-3,98,6,98,99
CCn1c(SCC(=O)NNC(=O)c2ccc(OC)cc2)nnc1-c1cccnc1,-2,0,10,1,-29,0,-3,104,-1,?,103
O=C(Cn1[nH]c(=O)c2ccccc2c1=O)OCC(=O)N1CCc2ccccc2C1,-2,0,11,0,83*,0,0,108,3,101,106
CC(C)CNC(=S)NNC(=O)c1ccc2c(c1)OCO2,-4,-3,37,-8,-12,-8,-13,94,-10,96,97
